Thrombin inh – thrombin (human) inhibition; P00734; alpha-thrombin, Boc-VPR-AMC fluorogenic substrate cleavage; inhibition, % at 5 µM; 220,000 tested, 0.26% active; AID 1046;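 active = inhibition at or above 40%; inactive = inhibition below 40%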;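 note: 0% = enzyme with no compound and 100% = wells without enzyme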
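Material: human alpha-thrombin protein. Incubation: reaction at ambient temperature. Technique: fluorescence of released AMC, ex 355 nm, em 460 nm. Control set: no-compound enzyme wells and no-enzyme blanks. Also added: Boc-VPR-AMC substrate, 15 µM final. Buffer or medium: pH 7.5 Tris (50 mM) with NaCl 150 mM, Tween 20 0.05%.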
FXIIa inh – factor XIIa (human) inhibition; inhibition, % at 5 µM; 220,000 tested, 0.3% active; purified FXIIa, Boc-QGR-AMC fluorogenic substrate, 2 h; P00748; AID 800; in the data active = inhibition above about 40%;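 note: 0% = enzyme with no compound and 100% = blank without enzyme; many of its hits are not listed in these tables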
Target sequence (P00748 20-372 limits assumed): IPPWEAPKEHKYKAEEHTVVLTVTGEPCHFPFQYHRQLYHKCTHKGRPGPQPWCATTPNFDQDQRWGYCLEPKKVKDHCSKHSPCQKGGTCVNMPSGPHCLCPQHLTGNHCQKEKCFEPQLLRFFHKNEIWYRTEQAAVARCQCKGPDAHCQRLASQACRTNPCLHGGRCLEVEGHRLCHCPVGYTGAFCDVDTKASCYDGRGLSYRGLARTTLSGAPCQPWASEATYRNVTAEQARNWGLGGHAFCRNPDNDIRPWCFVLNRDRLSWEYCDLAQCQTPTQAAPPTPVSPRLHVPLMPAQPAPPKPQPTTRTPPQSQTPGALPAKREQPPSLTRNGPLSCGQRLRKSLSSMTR
Target sequence (P00748 373-615 limits assumed): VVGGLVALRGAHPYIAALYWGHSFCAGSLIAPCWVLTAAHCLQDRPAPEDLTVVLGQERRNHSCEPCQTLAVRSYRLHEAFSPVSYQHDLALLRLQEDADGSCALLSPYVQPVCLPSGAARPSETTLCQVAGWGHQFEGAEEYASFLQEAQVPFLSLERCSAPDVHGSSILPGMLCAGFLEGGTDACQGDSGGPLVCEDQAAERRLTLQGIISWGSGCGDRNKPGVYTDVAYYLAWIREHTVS
Wee1 stabilizer – human Wee1 degradation inhibition, primary screen | P30291 | HeLa Luc-Wee1K328M stability, luciferase luminescence; 100% = proteasome inhibitor MG132 effect | reporter increase, % at 5 µM | 220,000 tested, 1.2% active | AID 1321;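 active = activation above the mean of all tested compounds plus 3 SD, set per screening run, cut at about 8.8% in these data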;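 note: cells exposed to compound for 20 h before luminescence read; 0% = DMSO alone and 100% = MG132 at 30 µM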
p97 ATPase inh – inhibitors of human p97 ATPase; inhibition, % at 8 µM; 220,000 tested, 0.42% active; AID 1481; recombinant p97 ATPase, Kinase-Glo ATP luminescence, 3 h; P55072; in the data active = inhibition above about 15%;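 note: 0% = DMSO vehicle and 100% = wells lacking enzyme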
Furin inhibitor – inhibitors of human furin; P09958; purified furin, fluorogenic substrate cleavage; inhibition, % at 30 µM; 220,000 tested, 0.061% active; AID 463115; in the data active = inhibition above about 25%; note: inactives centre near -15
KCC2 mod – modulators of human KCC2 chloride dependent transport. Q9H2X9. KCC2 cells, thallium flux FluoZin-2 fluorescence. B-score of Tl+ flux slope (higher = more flux/activation; lower = inhibition) at 10 µM. 190,000 tested, 2.2% active. AID 1456;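 active = thallium flux slope and its plate-corrected score both differing from the plate sample mean at a set confidence after two filtering rounds, in either direction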;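 note: slope of fluorescence scaled to starting intensity during 10 to 20 s after thallium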
KLK5 inh – kallikrein 5 (human) inhibition. recombinant hK5, fluorogenic AMC substrate cleavage. AID 873. inhibition, % at 5 µM. 210,000 tested, 0.59% active;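 active = inhibition of 40% or more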;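 note: 0% = enzyme controls without compound and 100% = no-enzyme blanks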
Target sequence (Q9Y337 67-293 limits assumed): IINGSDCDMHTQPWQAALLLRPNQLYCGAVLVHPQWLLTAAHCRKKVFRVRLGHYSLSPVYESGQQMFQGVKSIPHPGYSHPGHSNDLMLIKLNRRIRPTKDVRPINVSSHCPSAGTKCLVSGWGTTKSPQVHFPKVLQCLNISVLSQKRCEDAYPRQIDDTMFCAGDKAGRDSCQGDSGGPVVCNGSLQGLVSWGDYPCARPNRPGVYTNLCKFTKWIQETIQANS
FXIa inh – blocks human coagulation factor XIa protease activity. purified FXIa, Boc-Glu-Ala-Arg-AMC fluorogenic substrate. inhibition, % at 5 µM. 220,000 tested, 0.14% active;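 active = inhibition of at least 40%; inactive = inhibition below 40%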;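 note: fluorescence of freed AMC excited at 355 nm; 0% = enzyme without compound and 100% = no enzyme blank; many of its hits are not listed in these tables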
PERK inh – inhibitors of human PERK kinase | CHO PERK-DD fusion, SEAP luminescence translation reporter | inhibition, % at 5.6 µM | 220,000 tested, 0.17% active | AID 1416;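 active = inhibition above the mean inhibition of all tested compounds plus 3 SD, set separately per screening campaign, cut at about 2.9% in these data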;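 note: PERK kinase domain activated by AP20187 dimerizer at 100 nM; 0% = DMSO with dimerizer and 100% = rapamycin at 8.4 µM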
* marks the source's active call; other numbers are inactive results; [ ] = dose if it differs, or a comment.

Screening CCC(C)NC(=O)Cn1c(=O)n(-c2ccc(OC)cc2)c(=O)c2ccc(C(=O)NCc3ccc(C)cc3)cc21 (stereo unspecified) returned Thrombin inh -10, FXIIa inh 5, Wee1 stabilizer -1, p97 ATPase inh 3, Furin inhibitor -30, KCC2 mod -0.2, KLK5 inh 5, FXIa inh -1 and PERK inh 1.6.
Cc1nc(C)c(-c2csc(Nc3cccnc3)n2)s1 was read as Thrombin inh -3, FXIIa inh 11, Wee1 stabilizer 0, p97 ATPase inh -5, Furin inhibitor -19[20 µM], KLK5 inh -11, FXIa inh 5 and PERK inh -1.2.
Cc1nc(N)sc1-c1csc(NCc2ccccc2)n1 was read as Thrombin inh 3, FXIIa inh 10, Wee1 stabilizer -3, p97 ATPase inh -2, Furin inhibitor 0[20 µM], KLK5 inh -11, FXIa inh -3 and PERK inh 0.2.
CCN1CCN(CCCNc2ncnc3nc[nH]c23)CC1 was read as Thrombin inh 1, FXIIa inh 16, Wee1 stabilizer -2, p97 ATPase inh -2, Furin inhibitor -18, KCC2 mod 0.78, KLK5 inh 0, FXIa inh 5 and PERK inh 0.7.
Screening CCn1c(=O)cc(N2CCOCC2)[nH]c1=O returned Thrombin inh -10, FXIIa inh 8, Wee1 stabilizer 0, p97 ATPase inh 0, Furin inhibitor -11, KCC2 mod 1.6, KLK5 inh 0, FXIa inh -3 and PERK inh 1.3.
`CC1Cc2ccccc2N1C(=O)CO/N=C/c1ccccc1OC(F)F` (stereo unspecified) gave Thrombin inh -5, FXIIa inh 12, Wee1 stabilizer -3, p97 ATPase inh 2, Furin inhibitor -7, KCC2 mod -5.6*, KLK5 inh -8, FXIa inh 4 and PERK inh -0.7.
`CCCS(=O)(=O)N1CCC(C(=O)NCCCN(C)Cc2ccccc2)CC1` gave Thrombin inh -5, FXIIa inh 4, Wee1 stabilizer 0, p97 ATPase inh -3, Furin inhibitor -13, KCC2 mod -0.44, KLK5 inh -4, FXIa inh -9 and PERK inh 0.1.
CC(c1ccccc1)N1CC(C(=O)O)CC1=O (stereo unspecified) was read as Thrombin inh -3, FXIIa inh 4, Wee1 stabilizer -2, p97 ATPase inh 0, Furin inhibitor -16, KCC2 mod 0.71, KLK5 inh -4, FXIa inh -3 and PERK inh 1.0.
`O=C1c2ccccc2OC2(C=Cc3ccccc3O2)N1Cc1ccccc1` (stereo unspecified) gave Thrombin inh -2, FXIIa inh 12, Wee1 stabilizer 0, p97 ATPase inh -3, Furin inhibitor -8[20 µM], KCC2 mod -0.56, KLK5 inh -20, FXIa inh -1 and PERK inh -0.8.
Screening O=C1NC(c2cc(Cl)cc([N+](=O)[O-])c2O)Nc2ccccc21 (stereo unspecified) returned Thrombin inh -6, FXIIa inh 3, Wee1 stabilizer 0, p97 ATPase inh 7, Furin inhibitor -12, KCC2 mod -1.4, KLK5 inh 3, FXIa inh 12 and PERK inh 2.1.
For Cc1cc(C)c(C)c(/C=C(/C#N)C(N)=S)c1C the results were Thrombin inh -6, FXIIa inh -5, Wee1 stabilizer 2, p97 ATPase inh 2, Furin inhibitor -1, KCC2 mod -2.4, KLK5 inh 9, FXIa inh -9 and PERK inh 0.0.
CCc1ccccc1Cn1c(=O)oc2cccnc21 was read as Thrombin inh 0, FXIIa inh 7, Wee1 stabilizer 0, p97 ATPase inh 4, Furin inhibitor -18, KCC2 mod 0.0014, KLK5 inh -3, FXIa inh 0 and PERK inh 0.3.
Screening O=C(c1ccc(C(F)(F)F)cc1)C1CCCN(C(=O)CCc2cnccn2)C1 (stereo unspecified) returned Thrombin inh -5, FXIIa inh 7, Wee1 stabilizer 0, p97 ATPase inh -2, Furin inhibitor -14, KCC2 mod -0.33, KLK5 inh -2, FXIa inh -4 and PERK inh -0.6.
Screening CC(=O)Nc1ccc(NC(=O)Cc2ccc(F)cc2)cc1 returned Thrombin inh -3, FXIIa inh 6, Wee1 stabilizer 0, p97 ATPase inh 5, Furin inhibitor -27, KCC2 mod -0.18, KLK5 inh 1, FXIa inh -1 and PERK inh 0.8.
Screening FC(F)(F)c1ccccc1NC(=S)Nc1cccc(Cl)c1 returned Thrombin inh 4, FXIIa inh 7, Wee1 stabilizer 0, p97 ATPase inh 2, Furin inhibitor -20, KCC2 mod 2.7, KLK5 inh -6, FXIa inh -2 and PERK inh 0.3.

Sorted by SMILES length (falling): some entries from above.
Screening FC(F)(F)c1ccccc1NC(=S)Nc1cccc(Cl)c1 returned Thrombin inh 4, FXIIa inh 7, Wee1 stabilizer 0, p97 ATPase inh 2, Furin inhibitor -20, KCC2 mod 2.7, KLK5 inh -6, FXIa inh -2 and PERK inh 0.3.
For Cc1cc(C)c(C)c(/C=C(/C#N)C(N)=S)c1C the results were Thrombin inh -6, FXIIa inh -5, Wee1 stabilizer 2, p97 ATPase inh 2, Furin inhibitor -1, KCC2 mod -2.4, KLK5 inh 9, FXIa inh -9 and PERK inh 0.0.
Screening CCn1c(=O)cc(N2CCOCC2)[nH]c1=O returned Thrombin inh -10, FXIIa inh 8, Wee1 stabilizer 0, p97 ATPase inh 0, Furin inhibitor -11, KCC2 mod 1.6, KLK5 inh 0, FXIa inh -3 and PERK inh 1.3.

More compounds follow.
`O=C(O)c1c2c(nc3ccccc13)/C(=C/c1ccc(O)cc1)CCC2` gave Thrombin inh -3, FXIIa inh 14, Wee1 stabilizer -1, p97 ATPase inh 4, Furin inhibitor -16, KCC2 mod 1.1, KLK5 inh -1, FXIa inh 3 and PERK inh 0.3.
For CCOc1cccc(NC(=O)c2ccc(S(=O)(=O)N(C)C)cc2)c1 the results were Thrombin inh -4, FXIIa inh 14, Wee1 stabilizer 2, p97 ATPase inh 2, Furin inhibitor -24, KCC2 mod -0.55, KLK5 inh 1, FXIa inh 4 and PERK inh 1.2.
Screening C=CCOc1ccccc1CNc1ccc2[nH]c(=O)[nH]c2c1 returned Thrombin inh -11, FXIIa inh 3, Wee1 stabilizer -5, p97 ATPase inh 3, Furin inhibitor -22, KCC2 mod -0.74, KLK5 inh -1, FXIa inh -4 and PERK inh 0.2.
`Cc1oc(-c2cc(F)ccc2F)nc1CN1CCN(C)C(=O)[C@@H]1C` gave Thrombin inh 1, FXIIa inh 6, Wee1 stabilizer -1, p97 ATPase inh 10, Furin inhibitor -12, KCC2 mod 0.68, KLK5 inh 1, FXIa inh 3 and PERK inh 1.0.
For CC(C)CC(=O)c1c[nH]c(C(=O)NCc2cccs2)c1 the results were Thrombin inh 4, FXIIa inh 17, Wee1 stabilizer -2, p97 ATPase inh -1, Furin inhibitor -18[20 µM], KCC2 mod 1.1, KLK5 inh 0, FXIa inh 3 and PERK inh -0.8.
For CN(C)CCCNCC(=O)NN(c1ccccc1)c1ccccc1 the results were Thrombin inh -1, FXIIa inh 5, Wee1 stabilizer -3, p97 ATPase inh 5, Furin inhibitor -11, KCC2 mod 0.38, KLK5 inh 3, FXIa inh 2 and PERK inh 1.0.
Screening COC(=O)C1(Cc2ccc(O)c(CC3OC3(C)C)c2)OC(=O)C(O)=C1c1ccc(O)cc1 (stereo unspecified) returned Thrombin inh 4, FXIIa inh 7, Furin inhibitor -28, KCC2 mod 0.24, KLK5 inh 3 and FXIa inh 2.
S=C(NN=C1C2CC3CC(C2)CC1C3)Nc1ccccc1 was read as Thrombin inh 6, FXIIa inh 19, Wee1 stabilizer 1, p97 ATPase inh -1, Furin inhibitor -12[20 µM], KLK5 inh -250, FXIa inh 6 and PERK inh 0.7.
Screening Cn1nc2c3ccccc3n(Cc3ccccc3)c2nc1=S returned Thrombin inh -6, FXIIa inh 2, Wee1 stabilizer -4, p97 ATPase inh -1, Furin inhibitor 8, KCC2 mod -0.52, KLK5 inh 18, FXIa inh -1 and PERK inh -0.6.
For OCCC1CN(Cc2nc3c(s2)CCCC3)CCN1Cc1ccsc1 (stereo unspecified) the results were Thrombin inh 10, FXIIa inh 29, Wee1 stabilizer 2, p97 ATPase inh 1, Furin inhibitor -12, KCC2 mod 0.51, KLK5 inh 32, FXIa inh 28 and PERK inh -0.3.
For N#Cc1cc(O)c(-n2nnc3ccccc32)cc1C#N the results were FXIIa inh 1, Wee1 stabilizer 0, p97 ATPase inh 8, Furin inhibitor -17, KCC2 mod 0.077, KLK5 inh -6, FXIa inh 0 and PERK inh 0.5.
O=C(Cn1cc([N+](=O)[O-])cn1)NCc1cc2ccccc2[nH]1 was read as Thrombin inh -8, FXIIa inh -3, Wee1 stabilizer -1, p97 ATPase inh 1, Furin inhibitor -18, KCC2 mod 1.1, KLK5 inh -6, FXIa inh -8 and PERK inh 0.5.
`CCOC(=O)c1sc(NC(=O)c2ccc(S(=O)(=O)N3CCOCC3)cc2)cc1C` gave Thrombin inh -6, FXIIa inh 1, Wee1 stabilizer 2, p97 ATPase inh -1, Furin inhibitor -13, KCC2 mod 1.3, KLK5 inh -13, FXIa inh -8 and PERK inh -1.0.
Screening Clc1ccc(-c2c[nH]c3ccccc23)nn1 returned Thrombin inh -5, FXIIa inh 2, Wee1 stabilizer 6, p97 ATPase inh 2, Furin inhibitor -14, KCC2 mod 0.49, KLK5 inh -6, FXIa inh -3 and PERK inh 1.2.
Screening CSc1ccc(/C=C/C(=O)NC23CC4CC(CC(C4)C2)C3)cc1 returned Thrombin inh -4, FXIIa inh 7, Wee1 stabilizer -4, p97 ATPase inh 2, Furin inhibitor -24, KCC2 mod -0.12, KLK5 inh -7, FXIa inh 13 and PERK inh 1.1.

Entries from the list above with a thiophene ring, fused or not (three):
For CC(C)CC(=O)c1c[nH]c(C(=O)NCc2cccs2)c1 the results were Thrombin inh 4, FXIIa inh 17, Wee1 stabilizer -2, p97 ATPase inh -1, Furin inhibitor -18[20 µM], KCC2 mod 1.1, KLK5 inh 0, FXIa inh 3 and PERK inh -0.8.
For OCCC1CN(Cc2nc3c(s2)CCCC3)CCN1Cc1ccsc1 (stereo unspecified) the results were Thrombin inh 10, FXIIa inh 29, Wee1 stabilizer 2, p97 ATPase inh 1, Furin inhibitor -12, KCC2 mod 0.51, KLK5 inh 32, FXIa inh 28 and PERK inh -0.3.
`CCOC(=O)c1sc(NC(=O)c2ccc(S(=O)(=O)N3CCOCC3)cc2)cc1C` gave Thrombin inh -6, FXIIa inh 1, Wee1 stabilizer 2, p97 ATPase inh -1, Furin inhibitor -13, KCC2 mod 1.3, KLK5 inh -13, FXIa inh -8 and PERK inh -1.0.

(continued)
O=C(O)CCNC(=O)c1ccc(NC(=O)Cc2ccc(Cl)cc2)cc1 was read as Thrombin inh -9, FXIIa inh -4, Wee1 stabilizer 0, p97 ATPase inh 3, Furin inhibitor -29, KCC2 mod -0.16, KLK5 inh -2, FXIa inh 2 and PERK inh 0.3.
`O=C(O/N=C1/CCCc2occc21)c1ccccc1` gave Thrombin inh 2, FXIIa inh 15, Wee1 stabilizer 0, p97 ATPase inh -10, Furin inhibitor -10, KCC2 mod -0.34, KLK5 inh -20, FXIa inh 6 and PERK inh 0.0.
Screening COc1ccc(Cl)cc1C(=O)NCC#N returned Thrombin inh 4, FXIIa inh 9, Wee1 stabilizer -2, p97 ATPase inh 4, Furin inhibitor -11[20 µM], KCC2 mod 0.041, KLK5 inh -6, FXIa inh -2 and PERK inh 2.0.
COc1cccc(NC(=S)NNC(=O)Cn2nc(C(F)(F)F)cc2C)c1 was read as Thrombin inh -2, FXIIa inh 13, Wee1 stabilizer -2, p97 ATPase inh 4, Furin inhibitor -26, KCC2 mod 0.47, KLK5 inh -53, FXIa inh -1 and PERK inh 0.6.

High-throughput results: PubChem BioAssay, several laboratories

Compounds were not picked by outcome; overall some 4.4% were active at least once.
